# Vif imaging: HIV Vif self-association inhibitors, primary screen, imaging, HEK293T, single point; HEK293T cells, Vif self-association by quenched fluorescence, 24 h; inhibition, % at 7.49 µM; 0.35% of 340,000 active; in the data active = inhibition above about 50%, passing the limit was not always enough; inconclusive = no clear call, values can overlap the other calls; inactive = below about 31%; note: some results filed as inactive read as strong as hits
# Shn3 inh set2: reduction of Shn3 3'UTR firefly luciferase signal, primary screen, Schnurri-3 inhibitor project, cell-based, Clone20 osteoblasts, set 2; Clone20 osteoblast Shn3 3'UTR firefly luciferase, 24 h; inhibition, % at 12.5 µM; 0.52% of 360,000 active; AID 588674, 2011;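 active = mean inhibition of at least 75% with every replicate also reaching 75%; inconclusive = mean inhibition at least 75% but some replicate below; inactive = mean inhibition below 75%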;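 note: 0% = median of neutral control wells and 100% = pilot-screen positive control compound; some compounds past the cut are filed as inactive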
# Peg3 prom inh: Peg3 promoter-driven luciferase inhibitors, primary screen, cell-based, HeLa, luciferase luminescence; 1.7% of 360,000 active; inhibition, % at 20 µM; HeLa PEG-Prom luciferase reporter, overnight; AID 588405, 2011;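 active = inhibition of at least 50% at 20 µM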
# HIF-2a block: HIF-2a reporter inhibitors, primary screen, luminescence, 786-0 RCC cells; 786-0 RCC cells HIF-2a reporter, luciferase luminescence, overnight; inhibition, % at 18.8 µM; 0.72% of 360,000 active; AID 624352, 2012;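 active = inhibition of the luminescence signal of 40% or more relative to plate controls, in a single-dose primary screen at 18.75 µM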
# PDI inh: inhibitors of human PDI, primary screen, biochemical, turbidity, single point, plate reader; AID 588391, 2011; PDI insulin aggregation turbidity, A650, 90 min; Protein disulfide-isomerase (Homo sapiens), P07237; 0.052% of 350,000 active; inhibition, % at 10 µM;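 active = mean inhibition across replicates of 30% or more, whatever share of single replicates reach that level; inconclusive = mean inhibition below 30% while every single replicate reaches 30%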;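 note: absorbance from insulin aggregation driven by PDI reduction with DTT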
# Target sequence (P07237 whole entry, looked up): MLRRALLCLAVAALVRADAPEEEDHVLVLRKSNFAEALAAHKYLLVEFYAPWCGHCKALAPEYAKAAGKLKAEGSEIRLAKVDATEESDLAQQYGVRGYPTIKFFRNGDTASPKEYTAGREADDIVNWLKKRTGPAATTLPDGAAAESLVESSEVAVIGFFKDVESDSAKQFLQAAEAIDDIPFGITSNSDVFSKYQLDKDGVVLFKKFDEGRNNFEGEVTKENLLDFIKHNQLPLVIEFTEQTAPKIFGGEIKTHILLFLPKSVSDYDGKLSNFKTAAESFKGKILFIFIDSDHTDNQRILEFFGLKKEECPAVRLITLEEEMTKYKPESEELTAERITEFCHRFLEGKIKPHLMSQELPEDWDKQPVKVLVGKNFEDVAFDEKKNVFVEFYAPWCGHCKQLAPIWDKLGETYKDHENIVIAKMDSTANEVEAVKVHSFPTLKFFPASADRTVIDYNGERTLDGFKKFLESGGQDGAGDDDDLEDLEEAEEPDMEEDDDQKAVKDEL
# NR2E3 ag-1: inhibitors of NR2E3-RetCOR corepressor binding, primary screen, NR2E3 agonist project, biochemical, TR-FRET, GST-NR2E3, biotin-RetCOR. Photoreceptor-specific nuclear receptor (Homo sapiens), Q9Y5X4. 1536-well. inhibition of corepressor binding, % at 4.78 µM. 0.12% of 320,000 active. AID 2300, 2010;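 active = percent inhibition above the cutoff of mean plus 3 SD of all tested compounds, set per screening campaign, cut at about 20% in these data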;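 note: 0% = DMSO wells and 100% = biotin wells as full block of FRET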
# Target sequence (Q9Y5X4 whole entry, looked up): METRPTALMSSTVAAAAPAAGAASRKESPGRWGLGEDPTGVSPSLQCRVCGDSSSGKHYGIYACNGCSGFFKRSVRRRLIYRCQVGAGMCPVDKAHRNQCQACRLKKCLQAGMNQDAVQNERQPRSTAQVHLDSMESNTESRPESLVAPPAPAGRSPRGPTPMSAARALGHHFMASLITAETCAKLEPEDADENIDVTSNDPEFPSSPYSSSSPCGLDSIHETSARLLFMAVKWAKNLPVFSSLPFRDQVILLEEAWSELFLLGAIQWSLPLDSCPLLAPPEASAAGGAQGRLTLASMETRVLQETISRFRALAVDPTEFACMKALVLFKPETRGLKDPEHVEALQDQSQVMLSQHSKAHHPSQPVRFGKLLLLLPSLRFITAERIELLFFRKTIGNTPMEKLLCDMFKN
#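 Material: NR2E3–RetCOR corepressor complex | Quantity: 1.35 nM GST-tagged NR2E3 final | Schedule: 5 h at 4 °C | Replication: Singlicate compound wells | Reagent: RetCOR corepressor, biotinylated, 7 nM | Controls: Biotin wells as high control, 0.6% DMSO wells as low control | Signal: TR-FRET, Eu(K)-anti-GST donor, streptavidin-D2 acceptor, ex 340, em 617/671 nm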
# CaV13 FRET inh: Primary screen for inhibitors of IQ motif and Ca2+-dependent inactivation inhibitor domain binding in CACNA1D, Förster resonance energy transfer in living cells, … | inhibition, % at 12.3 µM | 0.098% of 340,000 active | HEK cells, CFP/YFP FRET ICDI-IQ, plate reader, 10 min; percent FRET-ratio fall versus neutral wells;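 active = mean replicate inhibition of at least 30% and at least 1% of replicates passing that level; inconclusive = only one of the two criteria is met; inactive = neither criterion is met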;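 note: 0% = median of the neutral control wells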
# NR2E3 ag-2: NR2E3 agonists in two-hybrid cells, primary screen, cell-based, luminescence, CHO-S, Gal4-NCOR/VP16-NR2E3; Photoreceptor-specific nuclear receptor (Homo sapiens), Q9Y5X4; AID 602229, 2012; luciferase; 0.35% of 360,000 active; inhibition of corepressor binding, % at 3.98 µM;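 active = inhibition above the mean of all tested compounds plus 3 SD, cut at about 70% in these data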;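 note: 0% = DMSO with NR2E3 transfected cells and 100% = cells lacking NR2E3 construct; higher means lower luciferase signal from less NR2E3 corepressor binding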
# CF NFkB inh: inhibitors of PAF-induced NF-kB signaling, primary screen, cell-based, GFP fluorescence, uHTS | KKLEB NF-kB-GFP reporter, GFP fluorescence overnight | inhibition, % at 5 µM | 0.86% of 360,000 active | AID 588850, 2011;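 active = at least 50% inhibition at 5 µM, scaled per plate between neutral and stimulator controls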;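 note: PAF is a Pseudomonas aeruginosa culture filtrate used as stimulus; plate controls were PAF-stimulated DMSO wells for no effect and unstimulated DMSO wells for full effect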
# TRPM1 prom inh: inhibitors of MITF-dependent TRPM1 promoter reporter, primary screen, cell-based, SK-MEL-5, single point, luciferase | SK-MEL-5 TRPM1 promoter luciferase, 24 h | inhibition, % at 12.5 µM | 0.83% of 330,000 active;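 active = mean inhibition across replicates of 60% or more, whatever share of single replicates reaches that level; inconclusive = some that reach 60%, reason not given; inactive = mean inhibition across replicates below 60%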; note: values of inactives mirror those of a sister screen read the other way
# KKLEB tox: cytotoxicity in KKLEB CF airway cells, primary screen, cytotoxicity control for CF NF-kB inhibitor project, cell-based, uHTS, fluorescence assay plates. activity change (cytotoxicity), % at 5 µM. 0.36% of 360,000 active. KKLEB CF airway cells viability, ATPlite luminescence, overnight; active compounds read low; cells stimulated with P. aeruginosa culture filtrate. AID 602141, 2011;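 active = corrected activity change at or below -50% at 5 µM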
# Active calls of the source: *; ? = inconclusive; . = no result given.
Compound,CaV13 FRET inh,NR2E3 ag-1,Peg3 prom inh,NR2E3 ag-2,Vif imaging,TRPM1 prom inh,CF NFkB inh,HIF-2a block,KKLEB tox,PDI inh,Shn3 inh set2
CCOC(=O)C(C)Oc1ccc(C2NC(=O)NC(C)=C2C(=O)Nc2ccccc2C)cc1 (stereo unspecified),-9,.,1,2,-5,-4,14,-9,2,-9,-2
CCOC(=O)COc1cc(-n2c(=S)[nH]c3cc(OC)c(OC)cc3c2=O)c(Cl)cc1Cl,2,4,12,-12,-14,0,-12,20,2,2,5
CCOC(=O)CSc1cc(CSc2ccccc2)nc(-c2ccccc2)n1,-3,1,27,1,.,2,6,16,2,2,-7
COc1cc2c(cc1OC)CN(CC(=O)Nc1ccccc1SC)CC2,3,-1,25,-14,-6,10,-1,11,-2,-1,12
Clc1cccc(-c2nc3ccc(Cl)cn3c2Cc2ccccc2)c1,-10,.,-62,-28,.,.,14,-191,-10,.,-5
C/C(=N\NC(=O)c1ccc(COc2ccccc2)cc1)c1ccncc1,-7,-3,-15,9,-1,8,6,-9,-2,-6,25
CCCCNS(=O)(=O)c1ccc(NC(=O)C(Sc2ccccc2)c2ccccc2)cc1 (stereo unspecified),-4,-1,59*,-4,6,1,1,9,5,4,51
O=C(CSc1ccc2c(c1)OCCO2)Nc1ccc(Br)cc1,-5,3,-6,-16,2,-1,-8,-20,10,-6,11
COc1ccc(NC(=O)C(c2ccc(C)cc2)N(C)C(=O)c2ccc(=O)[nH]c2)cc1 (stereo unspecified),-6,-2,2,-23,-1,0,13,11,-12,9,-2
Cc1ccc2nc(N(CCN(C)C)C(=O)c3ccc4ccccc4c3)sc2c1,.,0,-98,-28,8,-14,-14,-64,0,3,8
COc1ccc(CCN2CC(C(=O)NCC3(O)CCCCC3)CCC2=O)cc1 (stereo unspecified),-6,-1,6,-4,1,-13,11,4,-1,-4,-8
O=S(=O)(Nc1nc2ccccc2nc1NCC1CCCO1)c1cc(Cl)ccc1Cl (stereo unspecified),-2,1,20,-14,-6,-6,-6,19,13,-8,8
O=C(Nc1ccc(Cl)cn1)C1CCCN1S(=O)(=O)c1ccccc1 (stereo unspecified),.,2,6,-23,0,8,-12,3,-3,-2,15
CCS(=O)(=O)c1ncc(CO)n1CCc1ccccc1,-1,2,13,5,-1,15,3,22,0,1,-2
CCN(CC)S(=O)(=O)c1cc(NC(=O)COc2ccc(C#N)cc2OC)ccc1C,-18,-1,17,-23,-7,7,-7,26,-8,5,35
O=C(COc1ccc(S(=O)(=O)N2CCOCC2)cc1Cl)NC1CCCCC1,.,2,13,10,6,-9,-36,2,-17,1,25
CCSc1nc(-c2ccc(OC)cc2)cc(-c2ccccc2)c1C#N,-8,-1,22,-18,.,10,21,1,-5,-5,51
CCCCn1c(=O)[nH]c(=O)c2c1nc(-c1ccc(C#N)cc1)n2C1CCCC1,.,-4,22,-11,-4,12,0,16,-6,-16,19
CCCCCCN1C[C@H](n2cc(COC(=O)c3ccccc3)nn2)[C@@H](O)C[C@@H]1c1ccc(C)cc1,-6,.,28,-5,4,.,45,10,-10,-8,22
Cc1ccc(C(=O)N/C(=C\c2ccc(F)cc2)C(=O)NCc2ccncc2)cc1,.,3,-5,9,7,-9,5,2,3,-6,2
O=C(c1cccc(S(=O)(=O)N2CCCC2)c1)N(Cc1ccco1)C1CCS(=O)(=O)C1 (stereo unspecified),4,2,5,-42,15,-2,4,16,3,-8,63
CC(On1nnc2ccc(S(=O)(=O)N3CCOCC3)cc21)C(=O)Nc1ccccc1F (stereo unspecified),-6,1,-1,-43,0,-9,1,0,6,1,-15
O=C(Cc1ccsc1)Nc1ccc(S(=O)(=O)C(F)F)cc1,-4,0,-71,-42,-5,-34,12,-121,-16,6,-25
CC(=O)c1ccc(NC(=S)NC(C)CCc2ccccc2)cc1 (stereo unspecified),-5,-7,12,-1,-2,-5,8,7,-13,-1,6
Cn1cnc2c(SCc3ccccc3)ncnc21,-6,.,-122,-48,11,-43,-11,-184,9,-8,-35
FC(F)(F)Oc1ccccc1C(c1nnnn1-c1ccc2c(c1)OCCO2)N1CCN(C/C=C/c2ccccc2)CC1 (stereo unspecified),-6,.,8,12,0,.,15,-8,-5,.,59
Clc1ccc(-c2nc(-c3ccncc3)no2)c(Cl)c1,-5,2,-198,-58,-7,-76,-16,-265,-3,3,-110
Oc1ccc(CN2CCN(c3ccccc3)CC2)c2cccnc12,.,1,19,6,7,53,-8,-3,-2,-5,79
CC1C/C(=N\Nc2ccc(S(N)(=O)=O)cc2[N+](=O)[O-])CC(C)(C)C1 (stereo unspecified),-4,2,11,-21,7,1,14,11,-8,-7,-5
N#Cc1c(-c2cccs2)nc(SCC(=O)c2cccs2)[nH]c1=O,-1,16,5,-21,11,-1,6,10,-3,4,-14
Cc1cc(C)c(C(N)=O)c(NC(=O)Nc2ccccc2Cl)n1,-6,-3,-54,0,-3,-46,12,-47,-11,-3,-31
COc1ccc(OC)c(C(=O)c2ccc(C(=O)Nc3ccc4ccccc4c3)cc2)c1,-5,1,-33,-15,-3,-31,3,-75,-4,14,-22
Clc1ccc(-c2nnc3n2-c2ccccc2SC3)cc1,0,-1,3,-8,6,14,4,22,-10,5,4
O=C(CCN1C(=O)c2cccc3cccc(c23)C1=O)N1CCN(c2ccccc2F)CC1,-4,-2,-3,-14,-3,-5,-2,11,16,-6,7
C[C@H](CO)N1C[C@H](C)[C@H](CN(C)C(=O)Nc2ccc(C(F)(F)F)cc2)Oc2ncc(-c3cccnc3)cc2C1=O,-8,.,1,-47,-2,.,-19,10,-4,8,-17
O=C(Cc1cccs1)Nc1nc2ccccc2s1,-5,-4,-310,-89,39,-64,3,-199,-4,-3,-80
CC1CN(C(=O)CNC(=O)Cc2cccc3ccccc23)CC(C)O1 (stereo unspecified),-7,-1,19,-6,7,-7,-2,7,4,1,6
COC(=O)C1=C(C)OC(N)=C(C#N)C1c1c(C)nn(-c2ccccc2)c1Cl (stereo unspecified),0,4,5,-23,-3,-7,-12,8,4,-5,-21
CCCCn1c(O)c2n(c1=O)Cc1ccccc1N=C2c1ccccc1,-3,.,19,-6,-3,.,0,10,-10,.,10
CC(C)Nc1ccc(C(CC(N)=O)NC(=O)Cc2ccc(Br)cc2)cc1[N+](=O)[O-] (stereo unspecified),-5,5,14,12,.,-16,9,-28,-33,-1,3
COc1ccc(CCN2C(=O)NC(NS(=O)(=O)c3ccccc3)(C(F)(F)F)C2=O)cc1OC (stereo unspecified),-7,-3,11,-15,-3,-1,2,8,-5,3,6
CCOC(=O)N/N=C\c1ccc(OC/C=C/c2ccccc2)cc1,-6,.,-67,-55,-11,-18,-5,-20,6,-1,11
O=S(=O)(Nc1ccc(S(=O)(=O)N2CCCC2)cc1)c1ccc(F)cc1,-7,2,-3,-17,9,3,5,2,8,2,-1
CC1(C(=O)NS(=O)(=O)c2cccs2)CCN1C(=O)C1(c2ccc(Cl)cc2)CC1 (stereo unspecified),-5,.,2,-3,-9,.,-1,8,10,-1,-11
COc1ccccc1CNC(=O)COc1ccc2c(c1)CCC2,3,3,-3,2,-5,-2,0,-10,11,2,7
O=S1(=O)CCOC[C@H](Cc2ccccc2)N1Cc1ccc(F)cc1,-4,2,21,18,0,2,-7,10,-1,-2,2
CC(CCc1ccccc1)NC(=O)COC(=O)C12CC3CC(CC(Br)(C3)C1)C2 (stereo unspecified),-7,-4,1,-6,9,-6,-6,8,8,2,12
COc1cccc(/C=C/C(=O)NCC2CCCCC2)c1,-6,-4,-114,-80,-5,-27,0,-137,-2,-2,-12
Cc1ccc(S(=O)(=O)c2nc(NCc3ccc4c(c3)OCO4)sc2Cl)cc1,-3,1,24,2,-4,5,17,18,-8,6,9
Cc1cc([N+](=O)[O-])ccc1NCc1cccc([N+](=O)[O-])c1,-6,2,4,-25,?,0,-7,12,-7,-2,3
CC1(C(=O)NCC2CC2)CCN1C(=O)C/C=C/c1ccccc1 (stereo unspecified),-6,.,-8,17,8,.,-7,9,-2,-10,-1
O=C(c1cccnc1)N1CCN(Cc2cccc(Br)c2)CC1,-9,2,11,-1,2,1,0,9,7,-2,-7
Cc1nnc(NC(=O)CCC2CCCCC2)s1,-6,.,-41,11,-3,.,2,-44,-3,-8,0
Cc1ccccc1C(=O)N/N=C/c1ccsc1C,-5,2,-12,-31,-1,-4,-5,-10,6,-5,-11
CCCCCCCCCc1nc2sc3c(c2c(=O)n1NC(=O)c1ccccc1[N+](=O)[O-])CC(C)(C)OC3,-5,-1,31,-17,-16,11,44,-1,-33,2,9
CN(C1CCS(=O)(=O)C1)S(=O)(=O)c1cccs1 (stereo unspecified),-2,1,4,-6,-1,0,8,8,-2,3,8
CN(CC(=O)Nc1ccc(F)cc1)C(=O)c1cc(-c2cccs2)nn1-c1ccccc1,-7,.,34,-14,-1,7,6,9,-10,-5,-13
Cc1cccc(NC(=O)c2nc[nH]c2C(=O)NCCN(CCNC(=O)c2[nH]cnc2C(=O)Nc2cccc(C)c2)CCNC(=O)c2[nH]cnc2C(=O)Nc2cccc(C)c2)c1,-6,.,48,-20,-2,30,7,0,-21,-3,-23
Cc1c(C(=O)O)nnn1-c1nonc1N,-6,2,7,6,5,-4,-8,7,-9,3,27
COc1ccc(NS(=O)(=O)c2ccc(C)c(C(=O)OC(C)C(=O)N3CCOCC3)c2)cc1 (stereo unspecified),-14,1,7,0,.,-1,14,1,-4,4,31

# An unsorted share of the library; about 3.3% have a hit in one of these screens.
